Screens deposited in PubChem by several laboratories.
MITF TRPM1 HTS = increases MITF-driven TRPM1 promoter luciferase signal; SK-MEL-5 TRPM1-promoter luciferase, 24 h; % of positive control, neutral wells = 0; activation, % at 12.5 µM; hit rate 0.75% among 300,000; AID 588334;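 active means mean activation of at least 80% with every replicate also reaching 80%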;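 further: 0% = neutral control wells and 100% = parthenolide positive control wells; values of inactives mirror those of a sister screen read the other way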
CDK5 p35 inh = inhibitors of human CDK5/p35 kinase. Q00535+Q15078. Recombinant CDK5/p35, ADP-Glo luminescence, 60 min. inhibition, % at 10 µM. hit rate 0.01% among 330,000;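 active means highest replicate inhibition of at least 50% and at least 75% of replicates reaching 50%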;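 further: plate controls were DMSO neutral control for no effect and GW8510 at 10 µM for full effect; many of its hits are not listed in these tables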
Rtt109 HAT inh = C. albicans Rtt109 histone acetyltransferase inhibition; hit rate 0.16% among 330,000; purified Rtt109/Vps75, ThioGlo CoA-SH fluorescence, 4 h; inhibition, % at 34.9 µM;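 active means inhibition of at least 50% in every replicate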
dFosB activator = activators of mouse delta FosB homodimer | P13346 | purified delta FosB, TAMRA-CDK5 oligo fluorescence polarization; percent of positive-control signal above neutral wells | activation, % at 25 µM | hit rate 0.99% among 340,000;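 active means mean activation above about 17%, with every replicate also reaching it, limit read from the data, passing the limit was not always enough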;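 further: fluorescence polarization rise as delta FosB binds a TAMRA Cdk5 AP-1 oligo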
Target sequence (P13346 whole entry, looked up): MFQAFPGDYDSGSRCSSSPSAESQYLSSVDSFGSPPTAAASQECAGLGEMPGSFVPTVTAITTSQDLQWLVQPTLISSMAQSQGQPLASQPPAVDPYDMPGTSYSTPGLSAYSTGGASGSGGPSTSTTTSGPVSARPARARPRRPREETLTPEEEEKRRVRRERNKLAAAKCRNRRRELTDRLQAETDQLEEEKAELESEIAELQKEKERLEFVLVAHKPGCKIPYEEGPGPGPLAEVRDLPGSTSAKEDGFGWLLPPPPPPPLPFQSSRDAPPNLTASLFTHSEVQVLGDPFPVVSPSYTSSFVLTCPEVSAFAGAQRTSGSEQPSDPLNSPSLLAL
Wnt bcat act = activates Wnt/beta-catenin signaling in a reporter cell assay | activation, % at 9.35 µM | AID 743398 | hit rate 1.2% among 300,000 | activator, plate reader; in the data active means activation above about 30%, passing the limit was not always enough;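 further: 0% = neutral control wells and 100% = positive control wells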
SR-BI DiI inh = blocks mouse SR-BI lipid uptake from DiI-HDL | inhibition, % at 12.5 µM | hit rate 0.96% among 320,000 | Q61009 | ldlA[mSR-BI] CHO cells, DiI-HDL uptake fluorescence, 3 h | AID 488896;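 active means mean replicate inhibition of at least 70% and a set share of replicates each scoring 70 or more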;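 further: 0% = median of neutral control wells and 100% = median of positive control wells; values of inactives mirror those of a sister screen read the other way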
Target sequence (Q61009 whole entry, looked up): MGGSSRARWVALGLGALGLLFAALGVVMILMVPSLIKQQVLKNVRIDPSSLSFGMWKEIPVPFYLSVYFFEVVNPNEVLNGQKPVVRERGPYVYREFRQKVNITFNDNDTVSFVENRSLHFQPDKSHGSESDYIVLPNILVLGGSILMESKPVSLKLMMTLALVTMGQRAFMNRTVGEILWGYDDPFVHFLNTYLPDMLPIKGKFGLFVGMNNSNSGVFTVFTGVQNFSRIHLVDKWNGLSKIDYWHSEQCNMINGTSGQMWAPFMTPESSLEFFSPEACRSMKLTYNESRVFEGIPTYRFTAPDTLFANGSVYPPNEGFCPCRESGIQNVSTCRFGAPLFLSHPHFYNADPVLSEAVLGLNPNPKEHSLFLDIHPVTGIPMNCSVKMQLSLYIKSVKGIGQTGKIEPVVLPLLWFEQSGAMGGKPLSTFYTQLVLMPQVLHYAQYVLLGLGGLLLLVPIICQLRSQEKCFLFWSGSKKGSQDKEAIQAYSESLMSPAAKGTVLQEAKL
cardiac RTF act = increases calcium sensitivity of human cardiac regulated thin filaments; P19429+P45379; IANBD-labeled TnC RTF fluorescence at EC20 calcium; 0% EC20 calcium, 100% full calcium; activation, % at 7.2 µM; hit rate 0.24% among 340,000;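 active means activation above the mean over all tested compounds plus 3 SD, cut at about 30% in these data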;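 further: rise in fluorescence read as greater calcium sensitivity of cardiac thin filaments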
HTR5A ag = counter-screen for OPRM1-OPRD1 agonists: human HTR5A agonism. HTR5A agonist assay, luminescence, cell-based. hit rate 0.61% among 340,000. AID 504692. activation, % at 9.3 µM; in the data active means activation mostly above about 9.5%, no sharp cut-off; inactive means mostly below about 7.6%;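 further: 0% = cells with vehicle only and 100% = reference agonist; strong numbers were not always called active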
PvdQ acylase = blocks Pseudomonas aeruginosa PvdQ acylase activity; AID 488965; hit rate 0.063% among 340,000; purified PvdQ acylase, fluorescence plate reader; inhibition, % at 10 µM; in the data active means inhibition above about 30%, passing the limit was not always enough;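 further: 0% = vehicle neutral wells and 100% = reference inhibitor wells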
SR-BI DiI-HDL act = enhances SR-BI lipid uptake from DiI-HDL; CHO ldlA[mSR-BI] cells, DiI-HDL uptake fluorescence, 3 h; 100 = double the neutral-control signal; activation, % at 12.5 µM; hit rate 0.096% among 320,000;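 active means mean replicate activation of at least 60% and every replicate at or above 60%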;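 further: 0% = median plate neutral-control signal and 100% = twice that signal; values of inactives mirror those of a sister screen read the other way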
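Test system: SR-BI-overexpressing, LDLR-lacking CHO cells; Also added: labelled HDL, 10 µg/mL; Measured by: bottom-read cell fluorescence after medium removal, ex 550/em 595 nm; Timing: 3 h uptake period with compound, 37 °C; Buffer or medium: F12, 0.5% BSA, 25 mM HEPES; Doses: single compound concentration, delivered by pin transfer.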
An asterisk follows results filed as active; · = no result given. Compounds as they come; any-hit rate near 4.4%.

Order of results: MITF TRPM1 HTS	CDK5 p35 inh	Rtt109 HAT inh	dFosB activator	Wnt bcat act	SR-BI DiI inh	cardiac RTF act	HTR5A ag	PvdQ acylase	SR-BI DiI-HDL act
> O=C(C1CCN(C2CCN(Cc3ccsc3)CC2)CC1)N1CCOCC1
  1	-1.5	5	-9	10	-17	5	-1	-13	17
> CCOC(=O)c1ccc(NC(=S)NC2CCCC2)cc1
  32	0.2	-1	0	13	9	7	15*	-5	-9
> C=CCn1c(CSCc2ccccc2)nnc1SCC(=O)N1CCN(c2ccccc2)CC1
  -11	-0.7	2	-2	·	38	1	-5	-11	-38
> COc1ccccc1-c1nn2c(=O)cc(C)nc2s1
  33	-2.0	-3	-29	0	10	-1	-3	-13	-10
> Cc1ccccc1OCC(=O)N1CCC2(CC1)CC(=O)c1ccccc1O2
  2	-2.4	-7	-2	-2	2	0	7	-4	-2
> Oc1ccc(Cl)cc1CNCc1ccc(F)cc1
  25	0.4	2	-14	6	-20	13	7	1	20
> CC(C)c1ccc(/C=N/Nc2cc(N3CCOCC3)nc(N3CCOCC3)n2)cc1
  16	-0.3	5	-10	-6	49	-3	0	-3	-49
> Fc1ccc(-c2ccc(CNCc3ccccn3)o2)cc1Cl
  ·	-1.6	-6	-10	2	-3	1	0	-8	3
> O=C(COC(=O)c1cccnc1Cl)c1ccc(Cl)cc1Cl
  -4	-0.4	-3	-2	·	-10	-8	0	-16	10
> Cc1cc(C)cc(C(=O)Nc2ccc(N3CCCC3)cc2)c1
  18	-1.9	23	-5	9	87*	2	-1	-2	-87
> CC(C)(C)OC(=O)C[C@H]1C/C=C\C[C@@H](CC(=O)N(CCO)Cc2ccccc2)C(=O)NC[C@H](c2ccccc2)OC1=O
  1	-0.6	2	-6	-2	1	-1	-4	-8	-1
> CCCn1nc(C(=O)OCC(=O)c2ccccc2)c2ccccc2c1=O
  -5	-5.6	-9	-24	1	-1	0	-2	-11	1
> O=c1[nH]cc(NCc2ccccc2)c(=O)[nH]1
  -2	0.1	-11	-2	0	-20	-3	1	0	20
> CCOC(=O)C1=C(C)NC(=O)NC1C (stereo not drawn)
  -2	-0.3	-4	-4	·	-3	2	4	1	3
> COc1cc(/C=N/NC(=O)CC2(C)OCCCO2)ccc1OCc1ccc(Cl)cc1Cl
  61	-1.0	-7	3	·	53	-8	5	7	-53
> CCN1CCN(CCNC(=O)CSCc2nc(-c3ccc(OC)c(OC)c3)oc2C)CC1
  ·	0.1	-9	0	-5	3	3	2	-19	-3
> O=C(c1cc(-c2ccc(Br)cc2)on1)N1CCc2ccccc2C1
  24	2.3	3	-5	3	5	-11	5	3	-5
> O=C(N/N=C/c1ccc(-c2ccccc2C(=O)O)o1)c1cccs1
  6	-5.0	-5	-4	1	-6	1	4	-7	6
> CCC1COCCS(=O)(=O)N1Cc1cccc(C(F)(F)F)c1 (stereo not drawn)
  3	-1.2	2	4	-5	-9	-6	10	3	9
> CCN(CC)S(=O)(=O)c1cc(NC(=O)C(C)OC(=O)c2[nH]c(C)c(C(C)=O)c2C)ccc1C (stereo not drawn)
  -19	-2.3	12	-21	0	57	-13	2	-9	-57

Order of results: MITF TRPM1 HTS	CDK5 p35 inh	Rtt109 HAT inh	dFosB activator	Wnt bcat act	SR-BI DiI inh	cardiac RTF act	HTR5A ag	PvdQ acylase	SR-BI DiI-HDL act
> CCOC(=O)NC(=O)/C(C#N)=C(/C)N(C)C
  -2	-1.4	-2	-5	-12	-13	3	2	-10	13
> O=C(NC(=S)Nn1cnnc1)c1cccc(Br)c1
  -1	-0.8	9	-1	-3	-10	-3	-4	1	10
> Cc1cc(=O)[nH]c(N2CCN(C(=O)c3ccco3)CC2)n1
  -5	3.0	-9	6	9	11	3	0	-13	-11
> Cc1cccc(NC(=O)CN(C)S(=O)(=O)c2ccc(Br)cc2)n1
  -1	-0.5	-9	-2	·	-3	-1	1	1	3
> COC(=O)c1ccc(NC(=O)C(=O)c2c[nH]c3ccccc23)cc1
  ·	-0.6	-20	72*	3	24	3	-1	-11	-24
> CCCCN(CCCC)C(=O)c1cc(Cl)ccc1[N+](=O)[O-]
  -4	-0.6	46	-7	-5	0	-12	0	11	0
> C=CCOC(=O)c1sc(NC(=O)c2ccco2)nc1C
  37	-1.6	6	-3	·	-5	-4	4	-9	5
> O=[N+]([O-])c1cc(/C=N/O)ccc1Oc1ccccc1Cl
  72	13	-1	1	17	-2	-6	6	-6	2
> COc1ccc(C(=O)N=C2SC3CS(=O)(=O)CC3N2c2ccc(C(C)=O)cc2)cc1 (stereo not drawn)
  6	·	6	7	1	11	-2	-4	-2	-11
> COc1ccc(OC)c(Nc2nc(-c3ccc(O)c(O)c3)cs2)c1
  -6	-0.9	3	-14	·	108*	-2	-1	-9	-108
> CCn1cc(C(=O)N2CCCC2)c(=O)c2cc(S(=O)(=O)N3CCOCC3)ccc21
  ·	-0.1	·	5	-3	-8	-1	-3	-4	8
> COc1cc(C(=O)NNC(=O)c2nn(C)c(=O)c3ccccc23)cc(OC)c1OC
  -2	-1.2	-3	-5	2	-22	10	4	-3	22
> COc1ccc(N2C(=O)CN(Cc3ccc(OC)c(OC)c3)C2=S)cc1
  -9	3.3	-6	-6	1	-8	3	2	-5	8
> O=C(NC(=O)c1ccccc1)OCC1CCCN2CCCCC12 (stereo not drawn)
  9	-1.1	4	-3	-1	-27	-2	2	2	27
> Cc1ccccc1C(=O)NNS(=O)(=O)c1cccc([N+](=O)[O-])c1
  -5	1.3	2	-4	0	-13	3	1	-14	13
> CC(C)N(Cc1ccccc1)CC(O)COc1ccc(S(=O)(=O)N2CCOCC2)cc1Cl (stereo not drawn)
  3	0.8	17	-3	3	-12	2	1	-9	12
> CCOC(=O)CN1C(=O)N[C@@H](c2ccco2)C(C(C)=O)=C1C
  -10	0.8	-18	-1	-1	-6	0	2	-3	6
> Cc1ccc(C(=O)COc2nc(C)cc(C)c2C#N)cc1
  -8	-2.1	-5	5	2	1	6	2	-22	-1
> COc1ccccc1CNC(=O)C1CCC(CNc2c(N3CCCCC3)c(=O)c2=O)CC1 (stereo not drawn)
  -8	-1.7	15	-4	-1	-7	9	5	7	7
> CC(C)N(Cc1nc(-c2ccc(Cl)cc2)no1)C(=O)c1cccs1
  -9	0.3	10	-8	·	24	-3	1	7	-24

Order of results: MITF TRPM1 HTS	CDK5 p35 inh	Rtt109 HAT inh	dFosB activator	Wnt bcat act	SR-BI DiI inh	cardiac RTF act	HTR5A ag	PvdQ acylase	SR-BI DiI-HDL act
> CCCCCc1ccc(-c2cn(Cc3ccc4ccccc4c3)nn2)cc1
  -1	-3.4	-6	-1	-2	7	8	0	-4	-7
> O=C(NNC(=O)c1cccc(-n2cccc2)c1)c1ccccc1
  45	0.8	7	-3	0	11	0	1	-17	-11
> CSc1nnc(-c2cnccn2)n1C
  -8	-2.0	-3	-2	-1	-3	-2	0	-11	3
> Cc1cc(C)c2c(=O)[nH]c(SCC(=O)Nc3ccccc3)nc2n1
  0	-0.2	0	-8	·	-9	-5	3	2	9
> COc1ccc(N2C(=O)NC(NS(=O)(=O)c3ccccc3)(C(F)(F)F)C2=O)cc1 (stereo not drawn)
  11	0.3	0	-3	-2	0	-4	5	-12	0
> O=C(Nc1nc(-c2ccccn2)cs1)C1CC(=O)N(c2ccc3c(c2)OCCO3)C1 (stereo not drawn)
  -11	-2.8	2	-1	-5	14	1	6	1	-14
> CCc1ccc(NS(=O)(=O)c2ccc3[nH]cc(C(=O)N4CCc5ccccc54)c(=O)c3c2)cc1
  21	1.7	-3	-4	11	-4	-1	3	3	4
> O=C(/C=C/c1ccco1)NCCc1ccccc1
  63	0.7	4	-1	55*	-3	1	4	5	3
> CC(C)c1cc(CNC(=O)C2CCC(=O)N(Cc3ccccc3F)C2)on1 (stereo not drawn)
  4	-2.1	-1	0	0	1	5	2	-15	-1
> CN(CCc1ccccc1)C(=O)c1ccc(NC(=O)Cc2ccc(NC(=O)C3CCCN(C(=O)C4CCC4)C3)cc2)cc1 (stereo not drawn)
  -10	-1.0	6	-20	0	42	-9	-3	-21	-42
> CC(C)=NNC(=O)c1c(O)c2ccccc2[nH]c1=O
  15	2.0	-2	-7	-4	·	-4	7	-14	·
> CC1(C)CC(CC(=O)O)(c2ccc(Cl)cc2)CCO1 (stereo not drawn)
  -5	0.1	3	2	0	-1	0	-1	-20	27
> CC1(C)Cc2c(sc(NC(=O)c3ccc(S(=O)(=O)N4CCCCCC4)cc3)c2C#N)C(C)(C)N1
  -4	-0.7	14	-1	1	-21	-3	-2	10	21
> COc1ccc(/C=C(\NC(=O)c2ccccc2)C(=O)N/N=C/c2ccncc2)cc1
  4	1.5	·	-8	-1	-4	3	8	-9	4
> Brc1ccc(-c2nnc(SCCC3OCCCO3)o2)cc1
  33	-2.6	-1	-3	·	-51	-6	5	0	51
> O=C(c1ccccc1)c1ccc2c(c1)OCCOCCOCCOCCO2
  ·	0.8	0	6	2	-1	13	-3	-18	1
> O=C(CSc1nc2c(c(=O)n1-c1ccccc1)SCC2)N1CCN(c2ccccc2)CC1
  ·	-0.1	5	-12	-1	11	4	-3	4	-11
> O=C(COC(=O)CCC(=O)c1cccs1)Nc1ccc(S(=O)(=O)N2CCOCC2)cc1
  -1	-2.1	·	-6	·	-11	3	5	-4	11
> COc1ccc(C)cc1NC(=O)NCCCCc1ccccc1
  -1	2.0	3	-12	-5	5	0	-1	-17	-5
> Cc1cc2c(cc(C(=O)OC(C(=O)NCC3CCCO3)C(C)C)n2C)o1 (stereo not drawn)
  -16	1.4	-2	-1	3	17	-4	0	-7	-17

Order of results: MITF TRPM1 HTS	CDK5 p35 inh	Rtt109 HAT inh	dFosB activator	Wnt bcat act	SR-BI DiI inh	cardiac RTF act	HTR5A ag	PvdQ acylase	SR-BI DiI-HDL act
> CC(=O)Nc1ccc(S(=O)(=O)N2CCCN(S(=O)(=O)c3ccc(NC(C)=O)cc3)CC2)cc1
  ·	-2.8	-2	1	-5	21	8	-2	-12	-21
> COc1cccc(-n2c(C)c(C(C)=O)c(C(C)=O)c2C)c1
  -1	-0.6	·	2	·	-8	3	-1	1	8
> O=C(CSc1nnc(-c2ccncc2)n1-c1ccc(Cl)cc1)Nc1ccc(C(=O)O)cc1
  -6	-1.1	-1	3	-1	-12	-3	6	-7	12
> COc1ccccc1OCc1n[nH]c(=S)n1Cc1ccccc1
  0	-0.1	8	-3	0	-10	-1	-4	3	10
> Cc1ccc(C)c(Cn2cnc3c(oc4ccccc43)c2=O)c1
  4	0.6	3	-8	2	-10	2	-1	12	10
> Cc1ccccc1NC(=S)NC(=O)C1CCCCC1
  21	-0.5	5	-9	1	34	2	1	-15	-34
> CCn1c(=O)c2ccccc2n(Cc2ccccc2C)c1=O
  3	3.3	-6	-6	-1	36	-3	-1	10	-36
> C=CCn1c(C)cc(C(=O)CSc2nnc(NC(C)C)s2)c1C
  -3	1.3	0	-9	·	-6	9	1	-7	6
> CCCCN(C)CCNC(=O)C1CCCN(S(=O)(=O)c2cccc3nsnc23)C1 (stereo not drawn)
  -7	-1.8	2	-1	0	-2	6	4	-14	2
